Screens: PubChem, several laboratories
MITF TRPM1 HTS: increases MITF-driven TRPM1 promoter luciferase signal. SK-MEL-5 TRPM1-promoter luciferase, 24 h; % of positive control, neutral wells = 0. activation, % at 12.5 µM. hit rate 0.75% among 300,000. AID 588334;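 active = mean activation of at least 80% with every replicate also reaching 80%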;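 note: 0% = neutral control wells and 100% = parthenolide positive control wells; values of inactives mirror those of a sister screen read the other way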
Arr AP2 block: blocks beta-arrestin peptide binding to AP2 adaptin | hit rate 0.31% among 340,000 | FITC-arrestin peptide / GST-AP2 beads, flow cytometry; AP2 beta2 appendage carries R879A mutation | inhibition, % at 10 µM;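 active = inhibition above a set limit, near 3 SD of compounds lacking own fluorescence, cut at about 54% in these data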;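 note: plate controls were DMSO wells for no effect and 5 µM unlabelled arrestin peptide for full effect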
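Measured by: flow cytometry, FL1 (488/535 nm); Material: AP2 appendage R879A on GSH beads; Evaluation: percent response; Timing: pre-incubation 12 min, peptide binding 1 h, room temperature; Also added: 50 nM FITC-arrestin peptide; Medium: PBS with 0.05% Tween 20 and 0.1% BSA.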
dFosB activator: activators of mouse delta FosB homodimer | activation, % at 25 µM | hit rate 0.99% among 340,000 | purified delta FosB, TAMRA-CDK5 oligo fluorescence polarization; percent of positive-control signal above neutral wells | P13346;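 active = mean activation above about 17%, with every replicate also reaching it, limit read from the data, passing the limit was not always enough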;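 note: fluorescence polarization rise as delta FosB binds a TAMRA Cdk5 AP-1 oligo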
Target sequence (P13346 whole entry, looked up): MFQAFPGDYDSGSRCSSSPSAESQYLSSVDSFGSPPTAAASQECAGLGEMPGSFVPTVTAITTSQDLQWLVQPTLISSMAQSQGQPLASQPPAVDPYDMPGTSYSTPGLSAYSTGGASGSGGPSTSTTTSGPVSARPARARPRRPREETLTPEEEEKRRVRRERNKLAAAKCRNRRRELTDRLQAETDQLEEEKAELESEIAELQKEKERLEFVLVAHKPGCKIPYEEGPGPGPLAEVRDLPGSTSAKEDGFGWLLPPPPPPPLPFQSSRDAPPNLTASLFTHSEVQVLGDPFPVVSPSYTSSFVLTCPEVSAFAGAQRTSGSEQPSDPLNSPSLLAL
Mot1-301 SUMO: blocks SUMOylation pathway, rescuing yeast Mot1-301 growth; growth rescue, % at 18.8 µM; AID 2716; S. cerevisiae Mot1-301 growth rescue, ATP luminescence, 38.5C; percent above DMSO median, 100 means doubled; hit rate 1% among 320,000;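 active = every valid replicate shows activation above 250% relative to neutral control wells; inactive = the rest, any valid replicate at or below 250%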;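 note: OY570 slx delta 5 strain wells were the positive control but not used for scaling; some compounds called inactive have numbers as strong as hits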
PKA-R2B activ: activators of human PKA-R2B complex; hit rate 0.079% among 340,000; AID 504700; activation, % at 11.4 µM; PKA-R2B holoenzyme dissociation, Cy5-IP20 fluorescence polarization; R2B truncated from residue 108, S112A mutant; 0% DMSO only, 100% 113 µM cGMP; P22694+P31323;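 active = activation above a cutoff set at the mean over all compounds plus 3 SD, cut at about 18% in these data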;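 note: higher means more holoenzyme dissociation and a rise in polarization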
PKA-R1A act: activators of PKA-R1A complex; P00514+P68181; PKA-R1A dissociation, Cy5-IP20 fluorescence polarization; scaled: DMSO 0%, 113 µM cGMP 100%; activation, % at 11.4 µM; hit rate 0.083% among 340,000; AID 504707;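 active = percent activation above the mean of all tested compounds plus 3 SD, cut at about 19% in these data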;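 note: higher means more PKAc released from R1A so a rise in polarization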
CDK5 inh: inhibitors of human CDK5/p35 kinase; Q00535+Q15078; Recombinant CDK5/p35, ADP-Glo luminescence, 60 min; inhibition, % at 10 µM; hit rate 0.01% among 330,000; AID 488839;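 active = highest replicate inhibition of at least 50% and at least 75% of replicates reaching 50%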;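 note: plate controls were DMSO neutral control for no effect and GW8510 at 10 µM for full effect; many of its hits are not listed in these tables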
SR-BI DiI inh: inhibitors of mouse SR-BI mediated HDL lipid uptake. ldlA[mSR-BI] CHO cells, DiI-HDL uptake fluorescence, 3 h. inhibition, % at 12.5 µM. hit rate 0.96% among 320,000. AID 488896;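 active = mean replicate inhibition of at least 70% and a set share of replicates each scoring 70 or more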;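 note: 0% = median of neutral control wells and 100% = median of positive control wells; values of inactives mirror those of a sister screen read the other way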
Target sequence (Q61009 whole entry, looked up): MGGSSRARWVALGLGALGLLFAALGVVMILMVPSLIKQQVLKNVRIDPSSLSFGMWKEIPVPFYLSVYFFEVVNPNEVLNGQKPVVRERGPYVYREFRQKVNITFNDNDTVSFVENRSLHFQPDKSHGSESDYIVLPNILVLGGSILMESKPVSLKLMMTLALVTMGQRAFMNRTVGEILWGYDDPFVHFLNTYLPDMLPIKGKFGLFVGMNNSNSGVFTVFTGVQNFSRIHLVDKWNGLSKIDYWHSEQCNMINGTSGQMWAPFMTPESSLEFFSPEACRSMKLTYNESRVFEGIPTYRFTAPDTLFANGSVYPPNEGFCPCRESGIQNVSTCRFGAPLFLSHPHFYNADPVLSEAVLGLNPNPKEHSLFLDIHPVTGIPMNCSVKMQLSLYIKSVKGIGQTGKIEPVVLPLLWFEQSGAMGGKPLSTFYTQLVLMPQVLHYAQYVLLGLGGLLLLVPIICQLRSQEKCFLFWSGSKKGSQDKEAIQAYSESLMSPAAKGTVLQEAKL
Pemphigus Ab inh: human desmoglein-3 autoantibody binding inhibition | AID 588358 | hit rate 0.48% among 310,000 | binding (percent of control), % at 10 µM | DSG3-coupled beads, scFv-anti-DSG3-GFP binding, flow cytometry; active compounds read low;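 active = binding more than 3 SD below its plate's average and above zero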;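 note: hits lower antibody fragment binding to DSG3; some compounds called inactive have numbers as strong as hits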
SR-BI uptake up: activators of SR-BI mediated HDL lipid uptake; CHO ldlA[mSR-BI] cells, DiI-HDL uptake fluorescence, 3 h; 100 = double the neutral-control signal; activation, % at 12.5 µM; hit rate 0.096% among 320,000; AID 504775;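 active = mean replicate activation of at least 60% and every replicate at or above 60%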;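 note: 0% = median plate neutral-control signal and 100% = twice that signal; values of inactives mirror those of a sister screen read the other way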
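Test system: SR-BI-overexpressing, LDLR-lacking CHO cells; Medium: Ham's F12 with 0.5% BSA, HEPES 25 mM, pH 7.4; Schedule: 3 h, 37 °C; Technique: bottom-read fluorescence, 550/595 nm.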
NSD2 HMT inh: blocks human histone methyltransferase NSD2. O96028. NSD2 peptide methylation, AlphaScreen, 120 min. inhibition, % at 12.5 µM. hit rate 0.54% among 310,000; in the data active = inhibition above about 50%
The depositor's hits bear a star; i = inactive; · = not tested or not shown. An unsorted share of the library. Share with any hit: about 4.7%.

SMILES	MITF TRPM1 HTS	Arr AP2 block	dFosB activator	Mot1-301 SUMO	PKA-R2B activ	PKA-R1A act	CDK5 inh	SR-BI DiI inh	Pemphigus Ab inh	SR-BI uptake up	NSD2 HMT inh
O=C(CCN1C(=O)C2C3CC(C(Br)C3Br)C2C1=O)OCC(=O)c1ccccc1 (configuration not stated)	12	-2	5	-2	-9	2	1.4	-21	95	21	-2
COc1ccc(Nc2nc(N)nc(CN3CCOCC3)n2)cc1	-6	1	-7	1	8	-2	0.0	-8	101	8	-3
COc1cc(NC(=O)c2cc3ccccc3cc2OC)ccc1NC(=O)c1cccs1	-16	-2	-4	-12	-6	-1	-1.3	71*	101	·	-3
O=Cc1cc(OCc2ccccc2)ccc1[B-](F)(F)F	-16	31	4	·	2	-11	3.8	-23	104	23	·
CC12CCCCC1=CC(=O)CC2 (configuration not stated)	2	-13	-4	·	-5	6	0.5	0	87	0	-3
CCc1cccc(-n2c(SCC(=O)c3c(N)n(C4CC4)c(=O)[nH]c3=O)nnc2N2CCOCC2)c1	11	18	-12	·	8	5	0.7	-1	113	1	3
COc1cccc2c1OC1(C)CC2NC(=O)N1c1cccc(C(=O)N2CCN(c3ccccc3)CC2)c1 (configuration not stated)	-3	1	-9	-13	0	1	-1.4	-13	96	13	12
Cc1cc(OCC(=O)NC(C)c2ccccc2)ccc1[N+](=O)[O-] (configuration not stated)	6	-1	-3	12	0	-1	1.3	11	85	-11	-3
CCn1c(SCc2nc3sc(C(=O)O)c(C)c3c(=O)[nH]2)nc2ccccc21	4	3	-25	65	-10	5	-0.2	-33	96	33	42
Cc1ccccc1Nc1nc(N)nc(COC(=O)[C@@H](NC(=O)c2ccco2)C(C)C)n1	-2	10	2	·	-8	-12	-0.1	5	·	-5	-10
Cc1nnc(SCCC(=O)Nc2nc(-c3ccccc3)ns2)s1	-3	23	-5	-8	-13	8	-0.5	29	104	-29	-3
O=C(CN1CCN(S(=O)(=O)c2ccc(Cl)s2)CC1)N1CCOCC1	·	23	-4	-8	·	·	1.5	-3	98	3	-2
Cc1cc(O)c(C(C)C)cc1NC(=O)Nc1cccc2ccccc12	-9	21	-2	-17	3	0	1.1	11	99	-11	0
COc1ccc2c(c1)c(=O)oc1cc(OCC(=O)NC3CC3)ccc12	19	7	-5	-18	-2	5	1.0	-18	98	18	-1
N#CC1=C(S)N(c2ccccc2)C(c2ccc(-c3cc(Cl)ccc3Cl)o2)NC1=O (configuration not stated)	-3	22	-10	-10	-1	0	-1.3	-3	105	3	12
Cc1cccc(Cn2cnc3ccccc32)c1	-5	3	-7	-12	3	-4	-0.2	-7	103	7	-1
CS(=O)(=O)c1ccc2nc(NC(=O)c3ccc(Cl)cc3)sc2c1	8	4	0	4	7	-9	1.3	23	99	-23	2
COc1ccc(CCNC(=O)N2c3ccccc3Sc3ccccc32)cc1	-14	1	-8	-23	-5	2	1.3	·	114	·	-4
CC(=O)c1ccc(NC(=O)c2cnsn2)cc1	16	4	-13	-4	-6	-19	1.6	-22	121	22	3
COc1cc(SC)ccc1C(=O)Nc1ncc(C)s1	-64	44	-22	137	1	-8	0.8	36	83	-36	-1
COCCCn1c(=O)c2sccc2n(Cc2ccccc2)c1=O	·	10	-4	-3	-4	-20	1.5	-15	93	15	-5
O=C(/C=C/c1ccccn1)c1cc(Br)ccc1O	-7	-4	-10	-9	-8	-14	2.3	-12	103	12	1
COc1ccccc1C1=NOC(Cn2c(=O)c3c(ncn3C)n(C)c2=O)C1 (configuration not stated)	0	4	3	-6	-2	0	-2.2	20	105	-20	4
Cc1ccc(C)c(NC(=O)c2ccccc2NS(=O)(=O)c2cc([N+](=O)[O-])ccc2C)c1	-25	-1	27*	i	-12	-6	0.5	8	99	-8	-9
CC1(C)C(=O)CCC2(C)C1=CCC1C2C(=O)CC2(C)C1CCC2(O)C(=O)CO (configuration not stated)	-8	-11	1	·	2	8	1.0	-7	89	7	0
Cc1ccc(C(=O)Nc2ncc([N+](=O)[O-])s2)cc1	·	-5	-4	-18	5	-4	-0.5	27	117	-27	·
COc1ccc(C)cc1NC(=S)Nc1ccccc1SC	-16	22	5	-15	7	8	1.4	-3	97	3	2
O=C(Nc1ccccc1)/C(=C1\CCCN1)[N+](=O)[O-]	12	-6	-3	7	4	0	0.8	-20	104	20	-2
Nc1[nH]c2cc([N+](=O)[O-])ccc2c1-c1ccccn1	-11	-26	-8	188	6	4	2.4	66	117	-66	8
CCCCNc1ncnc2sc3c(c12)CCN(CCC)C3	-2	25	-3	551	9	-1	2.5	1	94	-1	8
COc1ccc(C2CC(=O)N3CN(c4ccc(C)c(Cl)c4)CSC3=C2C#N)cc1 (configuration not stated)	5	0	1	3	-8	-19	-0.9	17	101	-17	·
O=C(Nc1nc2c(F)cc(F)cc2s1)c1ccc([N+](=O)[O-])o1	·	3	-2	-2	-8	2	0.8	-18	95	18	·
NS(=O)(=O)c1ccc(NC(=O)CCc2ccccc2)cc1	13	3	-10	2	-7	-10	-1.6	-3	107*	3	-6
Cc1cccc(NC(=O)c2ccc3c(c2)OCCO3)n1	39	-6	-4	-11	0	-13	-0.6	8	109	-8	-1
CCC1CCCCN1S(=O)(=O)c1ccc(NC(=O)C2CC(=O)N(C(C)(C)C)C2)cc1 (configuration not stated)	48	0	-2	·	-3	3	-1.6	-4	101	4	-4
Cc1cccc(C)c1NC(=O)CSc1cc(C(=O)c2nccn2C)c2ccccc2n1	-4	-6	-1	-20	-3	-3	-0.2	4	125	-4	-1
O=C(/C=C/c1ccco1)Nc1ccc2nc3n(c(=O)c2c1)CCCC3	55	33	-22	-6	-5	-1	-1.0	27	98	-27	-1
CCCCNC(=O)C1CC(=O)N(CCC(C)C)C1 (configuration not stated)	-7	-5	-4	12	8	1	-0.5	-9	104	9	-3
N#C/C(=C\c1cccc(Oc2ccc(C(F)(F)F)cc2[N+](=O)[O-])c1)c1nc2ccccc2[nH]1	-2	5	-5	-9	-1	3	-0.8	-1	89	1	4
COc1ccc(C)cc1NC(=O)NC(C)c1ccncc1 (configuration not stated)	29	-1	-4	2	-3	11	-5.4	35	107	-35	-2

An excerpt from above with just PKA-R2B activ, MITF TRPM1 HTS and Mot1-301 SUMO:
smiles	PKA-R2B activ	MITF TRPM1 HTS	Mot1-301 SUMO
CCCCNC(=O)C1CC(=O)N(CCC(C)C)C1 (configuration not stated)	8	-7	12
N#C/C(=C\c1cccc(Oc2ccc(C(F)(F)F)cc2[N+](=O)[O-])c1)c1nc2ccccc2[nH]1	-1	-2	-9
COc1ccc(C)cc1NC(=O)NC(C)c1ccncc1 (configuration not stated)	-3	29	2

Following part:
SMILES	MITF TRPM1 HTS	Arr AP2 block	dFosB activator	Mot1-301 SUMO	PKA-R2B activ	PKA-R1A act	CDK5 inh	SR-BI DiI inh	Pemphigus Ab inh	SR-BI uptake up	NSD2 HMT inh
CCOC(=O)C(C)n1cnc2c(cnn2-c2ccc(Cl)cc2)c1=O (configuration not stated)	9	26	-6	383	-4	-4	-0.8	-18	102	18	-1
Cn1c(C(=O)N2CCN(C(=O)c3ccco3)CC2)cc2c(=O)n3ccccc3nc21	-14	8	2	·	-2	5	-3.0	-10	·	·	3
CCOC(=O)c1sc(NS(=O)(=O)c2ccccc2)nc1C	-4	-2	-7	-13	0	3	-0.9	11	95	-11	2
CCCC(=O)N(c1ccc(OC)cc1)C1C=CS(=O)(=O)C1 (configuration not stated)	-9	-7	0	14	4	7	-1.0	1	108	-1	-1
CN(CC(=O)Nc1cccc(F)c1)C(=O)COc1ccc2c(c1)CCC2	3	-4	-9	11	-2	8	-0.4	15	·	-15	-2
COc1ccc(C2/C=C\CN(S(=O)(=O)/C=C/c3ccccc3)CC(=O)N2Cc2ccc(F)cc2)cc1 (configuration not stated)	0	14	-8	-10	-3	6	0.1	50	101	-50	·
Cc1nn(Cc2ccccc2)c(C)c1CCC(=O)O	·	-5	4	-20	2	-7	-1.5	-20	·	20	·
O=C(Nc1ccc(Cl)cc1)c1nc[nH]c1C(=O)NCCCCNC(=O)c1[nH]cnc1C(=O)Nc1ccc(Cl)cc1	-17	-2	-9	0	-3	-15	2.2	9	96	3	·
COc1ccc(-n2c(=S)[nH]c3cc(C(=O)N4CCN(c5ccccc5)CC4)ccc3c2=O)cc1	2	-3	6	6	8	-13	-0.4	·	·	·	-6
Cc1c(C(=O)Nc2nc3ccccc3[nH]2)oc2ccc(Br)cc12	39	11	10	0	4	-2	-0.8	-3	112	3	1
COc1cc2sc3ccc(C#Cc4ccc(N)cc4)cc3c(=O)c2cc1OC	9	6	-5	6	2	15	-2.6	51	108	-51	·
CCOc1ccc(CCNC(=O)COC(=O)c2cc(OC)cc(OC)c2)cc1OCC	3	7	-5	-2	2	-6	-2.2	11	114	-11	-6
COc1ccc(N(C)S(=O)(=O)c2cccc(C(=O)NCC3CCCO3)c2)cc1 (configuration not stated)	-4	-2	-10	-11	-10	-2	-0.5	7	102	-7	-4
Cc1nc(SCc2ccc(OCCC(C)C)cc2)n[nH]1	16	2	0	-11	5	0	-0.3	-8	86	8	·
Cc1ccc(NC(=O)CNc2ccccc2N2CCCC2=O)cc1S(=O)(=O)N1CCOCC1	8	21	-14	·	0	1	-0.6	9	91	-9	-5
COC(=O)C(CCC(C(=O)OC)N1C(=O)c2ccccc2C1=O)N1C(=O)c2ccccc2C1=O (configuration not stated)	-9	11	-14	·	-2	-11	2.1	6	93	-6	1
CC(C)CC(=O)Nc1ccc(C(=O)COC(=O)C2CC(=O)N(Cc3ccccc3)C2)cc1 (configuration not stated)	-5	32	-7	·	-6	7	-1.6	-2	102	2	-1
CCOc1ccc(S(=O)(=O)N2CCCCC2)cc1NC(=O)CCNC(=O)c1ccco1	-7	11	2	·	9	9	1.4	4	99	-4	0
COc1ccc2oc(C(=O)OCC(=O)N3CCN(S(=O)(=O)c4ccc(C)cc4)CC3)c(C)c2c1	13	-6	10	-5	-18	-14	0.0	0	117	0	1
Cc1ccc(C)c(NCC(O)c2ccccc2)c1 (configuration not stated)	-2	19	-2	·	-3	-4	2.5	14	110	-14	1
CCNC(=S)Nc1ccc(OC(F)(F)F)cc1	-6	-23	-12	-10	-2	-2	2.2	7	108	25	-2
